Mtb UGM inh: M. tuberculosis UGM enzyme inhibitors, primary screen, biochemical, fluorescence polarization, single point. UDP-galactopyranose mutase (Mycobacterium tuberculosis (strain ATCC 25618 / H37Rv)), …. purified UGM, fluorescence polarization probe displacement. inhibition, % at 10 µM. 320,000 compounds, 0.06% hits. AID 504406, 2011; in the data active means inhibition above about 10%, passing the limit was not always enough
Target sequence (P9WIQ1 whole entry, looked up): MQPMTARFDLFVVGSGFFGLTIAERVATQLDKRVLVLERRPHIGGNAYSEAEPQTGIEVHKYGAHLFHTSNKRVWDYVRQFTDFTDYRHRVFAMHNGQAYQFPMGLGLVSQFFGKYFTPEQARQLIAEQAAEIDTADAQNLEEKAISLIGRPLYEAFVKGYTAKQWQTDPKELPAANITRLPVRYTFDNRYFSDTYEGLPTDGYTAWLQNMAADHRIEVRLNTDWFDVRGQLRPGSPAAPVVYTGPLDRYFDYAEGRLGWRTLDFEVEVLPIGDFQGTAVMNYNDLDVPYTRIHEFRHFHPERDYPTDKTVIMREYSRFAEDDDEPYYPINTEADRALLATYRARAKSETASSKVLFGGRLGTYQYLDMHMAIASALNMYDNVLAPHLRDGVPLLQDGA
BioA inh: M. tuberculosis BioA enzyme inhibitors, primary screen, biochemical, plate reader, single point, HTS; AID 602481, 2012; 360,000 compounds, 0.096% hits; 7,8-diaminopelargonic acid synthase BioA (Mycobacterium tuberculosis); inhibition, % at 9.99 µM; purified M. tuberculosis BioA enzyme; in the data active means inhibition above about 40%
* marks the source's active call; other numbers are inactive results; . = no result given.

SMILES	Mtb UGM inh	BioA inh
CCN(CC)c1ccc(/C=C/c2nc3ccccc3s2)cc1	-1.0	.
COc1ccc(C2C(C#N)=C(N)N3C(=C2C#N)Sc2ccccc23)cc1 (stereo not given)	3.6	.
OCCCc1nc2n(n1)C(c1cccs1)C=C(c1ccc(Br)cc1)N2 (stereo not given)	-12	.
Cc1nc(N2CCN(c3ccccc3)CC2)[nH]c(=O)c1Cc1cccc2ccccc12	-1.8	.
N[C@@H](Cc1ccc(O)c(I)c1)C(=O)O	1.2	.
C[C@@H]1NC(=O)[C@H](CCC(N)=O)NC(=O)c2cc([N+](=O)[O-])cc(I)c2NCC[C@@H](C(N)=O)NC1=O	0.5	.
O=c1c2c3c(sc2n2cnnc2n1-c1ccccc1)N(Cc1ccccc1)CCC3	-2.1	.
CCCN1C(=O)/C(=C/c2ccc(C)o2)NC1=S	-0.1	.
O=C1[C@H]2[C@H]3[C@H](O)[C@H](O)C/C(=N\OC[C@@H](O)COCc4ccco4)[C@@H]3CC[C@H]2C(=O)N1c1ccc(F)cc1F	-4.0	.
CC1(OC(=O)c2ccco2)C(=O)C=C2C=C(c3ccsc3)OC=C2C1=O (stereo not given)	-0.3	.
COc1ccc(CNC(=O)c2sc3nc4c(c(C(F)(F)F)c3c2N)CCC4)cc1	1.5	.
O=C(Nc1ccccc1-c1ccccc1)C(=O)Nc1ccccc1-c1ccccc1	-2.4	.
CCN1CCN(CCNC(=O)C2CCN(Cc3nc(-c4ccc(Cl)cc4)oc3C)CC2)CC1	2.0	.
COC(=O)c1c(-c2ccc(OC)cc2)sc2ccccc12	2.2	.
CCC/C=C(\CCC)C(NC(=O)CCc1ccccc1)c1ccc(C(F)(F)F)cc1 (stereo not given)	2.7	.
Cc1occc1C(=O)n1cnc2ccccc21	3.1	.
O=C(CN1C(=O)C2CCCN2C(=O)c2ccccc21)Nc1ccccc1-n1cccc1 (stereo not given)	1.0	.
CC1CC(C)CN(CCCNC(=O)C2CCN(c3ncnc4c3sc3cccc(F)c34)CC2)C1 (stereo not given)	-0.1	.
Cc1ccc2nc(-c3ccccc3)nc(SC(C)C(=O)NCc3cccs3)c2c1 (stereo not given)	-1.8	.
Cn1cc(C(=O)NCc2cccnc2)c(=O)c2cc(S(=O)(=O)N3CCCCCC3)ccc21	-0.1	.
COc1ccc(OC)c(NS(=O)(=O)c2ccc(Br)s2)c1	1.9	.
CN(C)CCNCCCOc1ccccc1-c1ccccc1	-1.8	.
Cn1c(=O)c2c(ncn2CC(=O)N/N=C/c2c[nH]c3ccccc23)n(C)c1=O	2.0	.
CCOc1ccc(S(=O)(=O)n2ccnc2C)cc1	3.4	.
O=C1c2ccccc2-c2onc3ccc(NCCCn4ccnc4)c1c23	83*	.
Cc1sc2nc(-c3ccncc3)[nH]c(=O)c2c1-c1ccccc1	0.6	.
CCc1ccc(N2C(=O)NC(=O)/C(=C/c3ccsc3)C2=O)cc1	-0.4	.
Nc1ccc(O)cc1	5.0	.
COCC(C)OC(=O)c1c(N)n(-c2ccc(OC)c(OC)c2)c2nc3ccccc3nc12 (stereo not given)	1.3	.
CCOC(=O)c1ccc(-[n+]2c(-c3ccccc3)cc(-c3ccccc3)cc2-c2ccccc2)cc1	-1.5	.
CC(=O)Nc1ccc(S(=O)(=O)Nc2ccc3c(c2)C(=O)OC3)cc1	0.0	.
CC(=O)Oc1ccc2oc(-c3ccccc3)c(C(N)=O)c2c1	1.1	.
COc1ccc(C(=O)/C=C/Nc2ccc(S(=O)(=O)Nc3ncccn3)cc2)cc1	-1.2	.
O=C(NCc1cccs1)c1cc(-c2ccncc2)nc2ccc(Br)cc12	1.5	.
Cc1ccc(C2=[N+]([O-])C3(CCCCC/C3=N\NC(N)=S)N(O)C2(C)C)o1 (stereo not given)	2.3	.
CC(=O)OC1=C(C#N)Cn2ccc3cccc1c32	0.2	.
COc1ccccc1N1CCN(C(=O)Cn2nc3n(C)c4ccccc4n3c(=O)c2=O)CC1	-1.2	.
O=C(O)Cc1cc(I)c(Oc2ccc(O)c(I)c2)c(I)c1	-1.2	.
CCCCCCc1cc2cc(C(N)=O)c(=N)oc2cc1O	1.5	.
Oc1c(C(c2cccs2)N2CCN(c3ccccc3)CC2)ccc2cccnc12 (stereo not given)	3.0	.

Given comma-delimited: entries from further up
SMILES,Mtb UGM inh,BioA inh
CC(=O)Nc1ccc(S(=O)(=O)Nc2ccc3c(c2)C(=O)OC3)cc1,0.0,.
COCC(C)OC(=O)c1c(N)n(-c2ccc(OC)c(OC)c2)c2nc3ccccc3nc12 (stereo not given),1.3,.
CCN1CCN(CCNC(=O)C2CCN(Cc3nc(-c4ccc(Cl)cc4)oc3C)CC2)CC1,2.0,.
COc1ccc(C2C(C#N)=C(N)N3C(=C2C#N)Sc2ccccc23)cc1 (stereo not given),3.6,.
CC1(OC(=O)c2ccco2)C(=O)C=C2C=C(c3ccsc3)OC=C2C1=O (stereo not given),-0.3,.
Cc1nc(N2CCN(c3ccccc3)CC2)[nH]c(=O)c1Cc1cccc2ccccc12,-1.8,.

Later entries.
SMILES	Mtb UGM inh	BioA inh
O=C1CSC(=S)N1/N=C/c1cc(Br)ccc1O	-1.3	.
CC(=O)NN1C(=O)c2ccc(Oc3ccc4c(c3)C(=O)N(NC(C)=O)C4=O)cc2C1=O	-0.7	.
COc1ccc(O[C@H]2C=C[C@@H](c3ccccc3)O[C@@H]2CO/N=C/C[C@@H]2C=C[C@H](OC(C)=O)[C@@H](COC(C)=O)O2)cc1	1.9	.
COc1ccc(/C=N/c2sc3c(c2C#N)CCN(Cc2ccccc2)C3)c(O)c1	-1.1	.
C#CCOCCOCCOCCNc1nc(N2CCN(C(=O)[C@H](CCCCN)n3cc([C@@H](N)CC(C)C)nn3)CC2)nc(N2CCN(C(=O)[C@H](Cc3ccc(O)cc3)n3cc([C@@H](N)CC(C)C)nn3)CC2)n1	-3.9	.
Brc1ccc(-c2nnc3ccc(Nc4ccccc4)nn23)cc1	1.0	.
O=C(O)c1sc2cc(Cl)ccc2c1Cl	0.1	.
CN(CCCN1c2ccccc2CCc2ccccc21)CC(=O)c1ccc(Cl)cc1	2.0	.
Cc1ccc(NC(=O)CN2C(=O)S/C(=C\c3ccc(-c4cccc(C(=O)O)c4C)o3)C2=O)cc1	3.6	.
O=C(COc1ccccc1)NNC(=S)NC(=O)c1ccc(Cl)cc1Cl	-3.2	.
CC(=O)c1ccccc1NC(=O)CSc1nnc2ccccn12	-2.7	.
Cc1ccsc1C1CC(=O)OC2=C1C(=O)CC(C)(C)C2 (stereo not given)	-1.2	.
O=C(c1ccco1)N1CCN(c2ncnc3c2[nH]c2ccc(Cl)cc23)CC1	5.2	.
C/C(CCC(=O)OC[C@H]1O[C@H](C#Cc2ccccc2)C=C[C@@H]1Oc1ccc(C)cc1)=N\OC[C@@H](O)[C@H]1O[C@@H]2OC(C)(C)O[C@@H]2[C@H]1O	-0.3	.
C[C@@H]1CN([C@H](C)CO)C(=O)c2cc(C#Cc3cccc(F)c3)cnc2O[C@H]1CN(C)C(=O)C1CCOCC1	.	0.5
C[C@H](CO)N1C[C@H](C)[C@@H](CN(C)Cc2ccncc2)Oc2cc(-c3ccccc3)ccc2S1(=O)=O	.	1.8
C[C@H](CO)N1C[C@H](C)[C@@H](CN(C)C(=O)CN(C)C)Oc2cc(-c3ccccc3)ccc2S1(=O)=O	.	-1.2
O=C(c1ccncc1)N1C[C@@H]2[C@H](c3ccccc31)[C@@H](CO)N2C(=O)c1ccccn1	.	0.4
COc1ccc(S(=O)(=O)N(C)C[C@H]2Oc3cc(C#CC4CCCC4)ccc3S(=O)(=O)N([C@@H](C)CO)C[C@@H]2C)cc1	.	-1.1
CN1CCN(C(=O)C[C@H]2C=C[C@H](NC(=O)Cc3ccccn3)[C@@H](CO)O2)CC1	.	2.6

Compound profiles (already shown). Order of values: Mtb UGM inh, BioA inh
Record of Cc1ccsc1C1CC(=O)OC2=C1C(=O)CC(C)(C)C2 (stereo not given) = -1.2, .
Record of CC(=O)c1ccccc1NC(=O)CSc1nnc2ccccn12 = -2.7, .

(next part)
SMILES	Mtb UGM inh	BioA inh
Cc1ccc(S(=O)(=O)Nc2ccc3c(c2)C(=O)N([C@@H](C)CO)C[C@@H](C)[C@@H](CN(C)C(=O)C2CCCCC2)OCCCC[C@@H](C)O3)cc1	.	-0.3
CC(C)CC#Cc1ccc2c(c1)O[C@H](CN(C)C(=O)C1CCC1)[C@@H](C)CN([C@H](C)CO)S2(=O)=O	.	0.1
CO[C@@H]1CN(C)C(=O)c2ccc(NC(C)=O)cc2OC[C@H](C)N(C(=O)c2ccc(F)cc2)C[C@@H]1C	.	0.2
O=C(C[C@H]1C[C@H]2c3cc(NS(=O)(=O)c4ccccc4)ccc3O[C@H]2[C@H](CO)O1)NCC1CC1	.	-0.6
C[C@H](CO)N1C[C@H](C)[C@@H](CN(C)S(C)(=O)=O)Oc2ncc(C#CC3(O)CCCC3)cc2C1=O	.	-1.4
C[C@H](CO)N1C[C@H](C)[C@H](CN(C)Cc2ccc(C(F)(F)F)cc2)Oc2ccc(NC(=O)Cc3ccccc3)cc2CC1=O	.	1.8
C[C@H](CO)N1C[C@H](C)[C@@H](CN(C)C(=O)Nc2cccc3ccccc23)OCCCC[C@H](C)Oc2ccc(NS(C)(=O)=O)cc2C1=O	.	-3.8
C[C@H](CO)N1C[C@H](C)[C@@H](CN(C)Cc2ccncc2)OCCCC[C@H](C)Oc2ccc(N(C)C)cc2C1=O	.	-0.2
CCCNC(=O)N[C@H]1C=C[C@@H](CC(=O)NC2CCC2)O[C@@H]1CO	.	-0.3
Cc1cc(C(=O)Nc2cccc3c2O[C@H](CN(C)C(=O)Nc2c(C)noc2C)[C@H](C)CN([C@H](C)CO)C3=O)n(C)n1	.	-1.4
O=C(N[C@@H]1CC[C@@H](CCn2cc(Cc3ccccc3)nn2)O[C@@H]1CO)c1cnccn1	.	1.8
Cc1noc(C)c1S(=O)(=O)Nc1ccc2c(c1)CC(=O)N([C@H](C)CO)C[C@@H](C)[C@@H](CN(C)C)O2	.	-1.9
COC(=O)[C@@H]1[C@@H](CO)[C@@H]2Cn3c(ccc(-c4ccccc4)c3=O)[C@H]1N2CC1CCOCC1	.	-2.5
C[C@H](CO)N1C[C@H](C)[C@@H](CN(C)C(=O)C2CC2)Oc2cc(-c3cccc(F)c3)ccc2S1(=O)=O	.	9.0
COc1ccc(CN(C)C[C@@H]2Oc3ccc(NS(=O)(=O)c4cn(C)cn4)cc3CC(=O)N([C@@H](C)CO)C[C@H]2C)cc1	.	-1.2
COc1ccccc1-c1ccc2c(c1)O[C@H](CN(C)C(=O)Nc1cccc(F)c1)[C@@H](C)CN([C@H](C)CO)S2(=O)=O	.	5.2
CO[C@H]1CN(C)C(=O)c2ccc(NS(C)(=O)=O)cc2OC[C@H](C)N(C(=O)C2CCCCC2)C[C@@H]1C	.	-1.5
CNC[C@H]1Oc2c(NC(=O)NC3CCCCC3)cccc2C(=O)N([C@@H](C)CO)C[C@H]1C	.	-0.8

5 structures already listed, sorted by molecular weight, descending.
SMILES	Mtb UGM inh	BioA inh
C[C@H](CO)N1C[C@H](C)[C@@H](CN(C)Cc2ccncc2)Oc2cc(-c3ccccc3)ccc2S1(=O)=O	.	1.8
O=C(C[C@H]1C[C@H]2c3cc(NS(=O)(=O)c4ccccc4)ccc3O[C@H]2[C@H](CO)O1)NCC1CC1	.	-0.6
COc1ccc(CNC(=O)c2sc3nc4c(c(C(F)(F)F)c3c2N)CCC4)cc1	1.5	.
COc1ccc(/C=N/c2sc3c(c2C#N)CCN(Cc2ccccc2)C3)c(O)c1	-1.1	.
O=C(c1ccco1)N1CCN(c2ncnc3c2[nH]c2ccc(Cl)cc23)CC1	5.2	.

Bioassay records: PubChem BioAssay, Broad Institute

Some of the compounds tested; the hit share may differ from the screen's.
